CRFR2-BP antag: CRF-BP/CRF-R2 complex antagonism; HEK293 CRF-R2/CRF-BP, CRF-induced calcium fluorescence; inhibition, % at 11.8 µM; hit rate 0.59% among 350,000;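 active means inhibition of the ligand-induced calcium signal above about 50% at the single tested concentration, limit read from the data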
GalR3 antagonist: human GalR3 antagonism. hit rate 0.44% among 360,000. inhibition, % at 3 µM. HEK293 GalR3-CNG cAMP membrane potential fluorescence; galR3 body fused to GalR1 C-terminus. O60755. AID 651719;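 active means inhibition above the screen-wide average plus 3 SD, cut at about 13% in these data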;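 further: forskolin and galanin both at EC90 stimulate the cells; cAMP rise reported by CNG channel membrane potential dye signal; 0% = forskolin plus galanin with DMSO and 100% = forskolin alone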
Target sequence (O60755 1-299 limits assumed): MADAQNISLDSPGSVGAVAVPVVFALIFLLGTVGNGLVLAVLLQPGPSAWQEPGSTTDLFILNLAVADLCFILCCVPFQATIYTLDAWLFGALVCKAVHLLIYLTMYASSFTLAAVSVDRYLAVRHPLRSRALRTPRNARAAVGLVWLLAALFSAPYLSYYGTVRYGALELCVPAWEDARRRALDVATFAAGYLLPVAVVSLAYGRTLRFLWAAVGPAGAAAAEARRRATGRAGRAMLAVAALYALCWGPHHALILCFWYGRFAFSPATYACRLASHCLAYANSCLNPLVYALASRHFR
CRFR2-BP ag: agonists of human CRF-binding protein/CRF-R2 receptor complex | activation, % at 13.2 µM | hit rate 0.46% among 350,000 | AID 588473 | HEK293 CRF-R2/CRF-BP, calcium dye fluorescence (FLIPR); percent of saturating CRF peptide response;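 active means activation of at least 50%, plus an integration ratio under a set limit after plate pattern correction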;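 further: plate controls were neutral control wells without compound for no effect and CRF at EC100 for full effect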
* = called active by the depositor. Only part of the results is shown; rates above refer to the full screens.

Fields – CRFR2-BP antag | GalR3 antagonist | CRFR2-BP ag
- COc1ccc([C@H]2C[C@@H](n3cc(COC(=O)c4ccccc4)nn3)[C@H](O)CN2C(=O)c2cccs2)cc1
 : 8 | -9 | -1.2
- CCOc1cc(N2CCOCC2)c(OCC)cc1NC(=O)COC(=O)c1c(CC)noc1C
 : 10 | -5 | -3.6
- CCCCn1c(N)c(N(C)C(=O)CCCn2c(=O)oc3ccccc32)c(=O)[nH]c1=O
 : 7 | 2 | 0.0
- O=C(O)c1ccc(NC2OC[C@@H](O)[C@H](O)[C@H]2O)cc1 (some centres undefined)
 : -6 | -3 | 0.1
- O=C(CN1C(=O)NC2(CCCC2)C1=O)Nc1nc2ccc(F)cc2s1
 : -22 | -1 | 1.2
- COc1ccc(C(=O)COC(=O)C2COc3ccccc3O2)c(OC)c1 (centres undefined)
 : -10 | -2 | -1.8
- O=C(CSc1ncc(C(F)(F)F)cc1Cl)N1CCNC1=O
 : 7 | -6 | -0.2
- CC1CCN(CC(=O)Nc2ccc3c(c2)OCO3)CC1
 : 26 | -5 | -2.4
- Cc1ccc(N2CC(C(=O)OCC(=O)c3c(N)n(CC(C)C)c(=O)n(C)c3=O)CC2=O)cc1 (centres undefined)
 : 9 | -4 | -1.8
- ON=C1c2ccccc2-c2cc(Br)ccc21
 : 26 | -7 | -3.0
- COc1cccc(C(=O)OC(C)C(=O)Nc2ccc3c(c2)OCO3)c1 (centres undefined)
 : 7 | -2 | -0.5
- CC(C)CN(C(=O)c1ccc(-n2cncn2)c([N+](=O)[O-])c1)C1CCS(=O)(=O)C1 (centres undefined)
 : 6 | -3 | 1.6
- COc1cc(/C=C/c2ccccc2)cc(OC)c1
 : -1 | -7 | 0.1
- CCOC(=O)c1ccc(S(=O)(=O)N2CCN(C(=O)C3CSC4(C)CCC(=O)N34)CC2)cc1 (centres undefined)
 : -3 | -4 | -0.1
- CC(=O)c1cc2c(cc1NC(=O)CN(C)S(=O)(=O)c1cccs1)OCO2
 : -2 | -7 | -0.8
- Cn1c(N)c(C(=O)CSc2nnc(C3CC3)n2Cc2ccccc2)c(=O)[nH]c1=O
 : 3 | -4 | 0.2
- COc1ccc(C(CNC(=O)c2cccc(NS(=O)(=O)c3ccc(C)c(F)c3)c2)N2CCOCC2)cc1 (centres undefined)
 : -6 | 0 | -0.7
- CC(=O)N1CCN(C(=O)c2cc3c(s2)CCC(C)C3)CC1 (centres undefined)
 : 10 | -2 | 0.3
- N#CCSc1ccccc1NC(=O)CN1C(=O)C(=O)N(Cc2ccccc2)C1=O
 : -21 | -5 | 8.0
- CCOC(=O)Cc1csc(SCC(=O)N2CCN(c3ccccc3)CC2)n1
 : 28 | 1 | 0.0
- O=C(COC(=O)C1CCN(S(=O)(=O)c2ccc3c(c2)OCCO3)CC1)NC1CCCCC1
 : -10 | 4 | 0.3
- C[C@H](CO)N1C[C@H](C)[C@@H](CN(C)C(=O)Nc2ccccc2)Oc2c(cccc2N(C)C)C1=O
 : 6 | -6 | -1.4
- O=C(NCc1cc(C(F)(F)F)ccc1Cl)c1cccc2c1C(=O)c1ccc(N3CCCCC3)cc1S2(=O)=O
 : -27 | -2 | 53*
- COc1cc(OC)cc(C(=O)N[C@H](C(=O)OCC(=O)c2ccc(C)c([N+](=O)[O-])c2)C(C)C)c1
 : 6 | -8 | -3.5
- C=CCC[C@@H](Cc1ccc(F)cc1)C(=O)OC[C@H](Cc1c[nH]c2ccccc12)NC(=O)[C@H](CC=C)CC(=O)NCCO
 : 3 | -6 | 4.0
- CCOC(=O)c1c(C)[nH]c(C)c1C(=O)COC(=O)CCc1ccccc1
 : -2 | -3 | -0.3
- CCOc1ccc(C(=O)NCC(=O)Nc2ncccc2C)cc1OCC
 : -3 | -5 | 5.1
- COc1cc(C#Cc2c(-c3cncn3C)n(C)c3ccc(-c4ccc5cc[nH]c5c4)cc23)cc(OC)c1
 : 4 | -3 | -1.4
- COc1ccc([C@H]2N[C@]3(CCCN(Cc4ccco4)C3=O)[C@H]3C(=O)N(C)C(=O)[C@@H]23)cc1
 : 6 | -5 | 0.3
- O=C(CN1CCN(Cc2ccccc2)CC1)Nc1cccc(Cl)c1Cl
 : 8 | -7 | 6.4
- O=C(COC(=O)c1c(F)cccc1F)Nc1cccc(S(=O)(=O)N2CCCCC2)c1
 : 9 | -8 | -1.8
- Cc1ccc(S(=O)(=O)N(C)CC(=O)OCC(=O)NCCc2ccc(S(N)(=O)=O)cc2)cc1
 : -8 | -6 | -1.9
- COc1cccc(Nc2ncnc3ccc(Br)cc23)c1
 : -5 | -7 | -1.6
- CCn1nc(C(=O)N2CCc3ccccc32)c2ccccc2c1=O
 : 11 | -5 | 0.5
- O=C1/C(=C/c2ccccc2)CN(C(=O)CCN2CCOCC2)C/C1=C\c1ccccc1
 : -25 | 1 | 2.1
- COc1cccc(/C=N/NC(=O)CN(C)S(=O)(=O)c2ccccc2)c1OC
 : 0 | -7 | 1.0
- O=C(OCC(=O)N1CCN(c2ccccc2)CC1)c1nc(Cl)ccc1Cl
 : 16 | -5 | -0.2
- COc1ccc(C2c3cc(OC)c(OC)cc3CC3C(=O)OCC32)cc1OC (centres undefined)
 : -2 | 62* | -1.0
- O=C(COc1ccc(Cl)cc1Cl)NCCN1CCCC1
 : 1 | -5 | -0.6
- CCc1cccc(CC)c1N1C(=O)C2=C(SCCCS2)C1=O
 : -127 | -4 | 137*
- CCN(C(=O)COC(=O)c1ccccc1O)c1nc2ccccc2s1
 : 1 | -6 | 3.3
- O=C(COc1ccc(Br)cc1)N1CCN(c2ncccn2)CC1
 : -3 | -7 | -1.0
- COc1ccc(NC(=O)COC(=O)c2ccc3ccccc3n2)cc1OC
 : 8 | -2 | -1.5
- CCOc1ccc(NS(=O)(=O)c2ccc(C(=O)NCC(c3ccc(OC)cc3)N3CCCC3)cc2)cc1 (centres undefined)
 : -27 | -3 | 6.9
- O=C(COC(=O)CCNS(=O)(=O)c1ccccc1)NC(=O)c1ccccc1
 : -5 | 0 | 0.1
- CC(C)NC(=O)N(C)C[C@H]1Oc2c(NC(=O)Nc3ccccc3)cccc2C(=O)N([C@H](C)CO)C[C@@H]1C
 : -7 | -5 | -0.3
- CN(C)c1cc2c3ccccc3n(C)c2cc1N
 : -4 | 5 | -4.5
- NC(=O)c1ccc(=O)n(C2OC(CO)C(O)C2O)c1 (centres undefined)
 : -7 | -5 | 1.3
- CN(C)c1ncnc2c1ncn2CCn1cnc2c(N(C)C)ncnc21
 : 2 | -3 | 0.0
- O=C(COc1ncnc2ccccc12)NC1CCCC1
 : -5 | -2 | 0.0
- COc1ccc(COCC(O)CN2CCN(S(=O)(=O)c3c(F)cccc3F)CC2)cc1OC (centres undefined)
 : -2 | -5 | 0.0
- Cc1noc(NS(=O)(=O)c2ccc(NS(=O)(=O)c3ccc(Cl)cc3)cc2)c1C
 : 4 | 0 | 0.4
- O=C(COC(=O)c1ccccc1O)NC(c1ccccc1)c1ccccc1
 : 9 | -1 | -0.1
- Cc1ccc(C2(C)NC(=O)N(CC(=O)Nc3ccccc3N3CCCCC3)C2=O)cc1 (centres undefined)
 : -42 | -4 | 9.7
- CN(C)S(=O)(=O)c1cccc(NC(=O)/C=C/c2ccc(S(=O)(=O)N3CCOCC3)cc2)c1
 : -1 | -5 | 1.1
- CC(=NN=C(C)c1ccc(O)cc1)c1ccc(O)cc1
 : 0 | -6 | 1.4
- CC(C)(C)NCC(O)COc1ccccc1C1CCCC1 (centres undefined)
 : -28 | -5 | -2.3
- CC1CCC2(CC1)NC(=O)N(CC(=O)NCCc1ccccc1)C2=O (centres undefined)
 : 0 | -1 | 0.9
- Cc1ccc(NC(=O)COC(=O)c2ccc(-n3nc(C)cc3C)cc2)c(F)c1
 : 5 | -6 | 0.1
- C[C@H](CO)N1C[C@H](C)[C@@H](CN(C)S(=O)(=O)c2ccc(Cl)cc2)OCc2cnnn2CCCC1=O
 : -10 | -5 | -0.4

Sorted by value in CRFR2-BP antag (rising): 6 from the list above.
Fields – CRFR2-BP antag | GalR3 antagonist | CRFR2-BP ag
- O=C(NCc1cc(C(F)(F)F)ccc1Cl)c1cccc2c1C(=O)c1ccc(N3CCCCC3)cc1S2(=O)=O
 : -27 | -2 | 53*
- O=C1/C(=C/c2ccccc2)CN(C(=O)CCN2CCOCC2)C/C1=C\c1ccccc1
 : -25 | 1 | 2.1
- CC(C)NC(=O)N(C)C[C@H]1Oc2c(NC(=O)Nc3ccccc3)cccc2C(=O)N([C@H](C)CO)C[C@@H]1C
 : -7 | -5 | -0.3
- CCOC(=O)c1ccc(S(=O)(=O)N2CCN(C(=O)C3CSC4(C)CCC(=O)N34)CC2)cc1 (centres undefined)
 : -3 | -4 | -0.1
- CC(C)CN(C(=O)c1ccc(-n2cncn2)c([N+](=O)[O-])c1)C1CCS(=O)(=O)C1 (centres undefined)
 : 6 | -3 | 1.6
- COc1ccc([C@H]2C[C@@H](n3cc(COC(=O)c4ccccc4)nn3)[C@H](O)CN2C(=O)c2cccs2)cc1
 : 8 | -9 | -1.2

Next records:
Fields – CRFR2-BP antag | GalR3 antagonist | CRFR2-BP ag
- CN(C(=O)COC(=O)c1cccc(S(=O)(=O)N2CCCCCC2)c1)c1ccccc1
 : 0 | -7 | -2.1
- COc1cccc(S(=O)(=O)N(C)C[C@H]2OCc3cnnn3CCCC(=O)N([C@@H](C)CO)C[C@H]2C)c1
 : 6 | -5 | -0.7
- CCCCn1c(N)c(N(CCOC)C(=O)c2cc(S(=O)(=O)N3CCOCC3)ccc2F)c(=O)[nH]c1=O
 : 11 | -2 | 1.4
- O=C(NCCS(=O)(=O)N1CCN(c2ccccc2)CC1)c1ccc2c(c1)OCO2
 : 2 | 0 | 0.3
- CN(CC(=O)Nc1c(Cl)cccc1Cl)C(=O)c1cccc(-n2cccc2)c1
 : 17 | -5 | 0.2
- CN(C)Cc1c(C(=O)Nc2ccccc2)[nH]c2ccccc12
 : 1 | -6 | -0.3
- O=C(Nc1ccc(S(=O)(=O)N2CCOCC2)cc1)C1CCN(S(=O)(=O)c2ccc(Cl)cc2)CC1
 : -9 | -5 | 0.3
- CN(CC(=O)Nc1cccc(F)c1)CC(=O)Nc1cccc2ccccc12
 : -7 | -6 | -0.6
- O=C1NCCNC1c1ccccc1 (centres undefined)
 : 2 | -6 | -2.4
- CN(C(=O)COC(=O)COc1ccc(Cl)cc1Cl)c1c(N)n(Cc2ccccc2)c(=O)[nH]c1=O
 : -4 | 0 | -0.1
- CC12CCCCC1=CC(=O)CC2 (centres undefined)
 : -3 | -6 | -1.0
- CCC(CO)Oc1cc(NCc2ccc(C)c(C)c2)c2ncn(C(C)C)c2c1 (centres undefined)
 : -20 | -9 | 0.9
- COc1ccc(OC)c(C(=O)CCCCC(=O)c2cc(OC)ccc2OC)c1
 : 40 | -8 | 5.4
- N#Cc1ccc(C(=O)Nc2cc(-c3ccc(F)cc3)nn2-c2ccccc2)cc1
 : -15 | 0 | 1.6
- CCCCC1CCC(C(=O)OCC(=O)N(CCOC)c2c(N)n(Cc3ccccc3)c(=O)[nH]c2=O)CC1 (centres undefined)
 : -11 | -1 | 2.5
- CN(Cc1ccccc1)C(=O)c1cccc(NC(=O)Cc2ccc(NC(=O)C3CCCN(C(=O)c4ccccc4)C3)cc2)c1 (centres undefined)
 : -3 | -4 | 0.0
- C[C@H](CO)N1C[C@H](C)[C@H](CN(C)C(=O)c2ccccc2)Oc2cc(Br)ccc2S1(=O)=O
 : -1 | -5 | 0.3
- COc1ccc(N2CCN(CC(=O)NC(=O)NCc3ccccc3)CC2)cc1
 : 6 | -2 | 0.6
- O=C(c1cc(-c2ccc(Cl)cc2)nc2ccccc12)N1CCOCC1
 : -9 | 3 | -0.9
- COCc1c(C(=O)N(C)Cc2ccccc2N2CCCC2)oc2ccccc12
 : 7 | -2 | -1.4
- CCOc1ccc(C(=O)NCC(=O)N2CCN(C/C=C/c3ccccc3)CC2)cc1OCC
 : 19 | -4 | -1.4
- CCn1c(SC(C)C(=O)NCC2CCCO2)nc2ccccc21 (centres undefined)
 : -8 | -5 | 1.2
- CCN(CC)CCNC(=O)c1ccc(NC(=O)c2cccc(S(=O)(=O)N(C)C3CCCCC3)c2)cc1
 : -10 | -1 | -0.1
- COc1ccc(NC(=O)Nc2cccc3c2O[C@H](CN(C)C(=O)NC2CCCCC2)[C@@H](C)CN([C@H](C)CO)C3=O)cc1
 : -2 | -7 | -0.9
- O=C1OC[C@@H]2CCCN2C(=O)[C@H](CC(=O)N(CCO)Cc2ccccc2)C/C=C\C[C@H]1Cc1ccc(F)cc1
 : 1 | -5 | -0.4
- CC1CN(S(=O)(=O)c2cccc(C(=O)OCCOc3ccccc3)c2)CC(C)O1 (centres undefined)
 : 5 | -5 | 8.1
- O=C(COc1ccc2ccc(=O)oc2c1)Nc1ccc(N2CCCCC2)cc1
 : -2 | -8 | 0.2
- O=C(Cc1ccc(NC(=O)C2CCN(C(=O)C3CCC3)CC2)cc1)Nc1cccc(C(=O)N2CCCC2)c1
 : -4 | -5 | -2.2
- O=S(=O)(c1ccc(=S)[nH]c1)N1CCN(Cc2ccccc2)CC1
 : 2 | -8 | 0.3
- Cc1ccc(CNC(=O)c2ccc(S(=O)(=O)N3CCCCCC3)cc2)cc1
 : -3 | -6 | -1.5
- CN(C(=O)Nc1cccc([N+](=O)[O-])c1)c1ccccc1
 : 17 | -5 | -1.7
- CCCCN1CC(COCc2ccccc2)Oc2cccc(F)c2S1(=O)=O (centres undefined)
 : -12 | -8 | 4.6
- NS(=O)(=O)c1cc(C(=O)O)cc(N2CCCC2)c1Oc1ccccc1
 : -13 | -3 | -0.4
- c1ccc2c(c1)[nH]c1ccncc12
 : -8 | -7 | 0.5
- O=C(NNC(=O)c1cc(Cl)ccc1[N+](=O)[O-])c1csc(N2CCOCC2)n1
 : 25 | -4 | -2.3

Bioassay records from PubChem BioAssay.
